ARFGAP1 inh = rat ARFGAP1 inhibition. Arfgap1-stimulated ARF1 GTP hydrolysis, GDP FP detection. inhibition, % at 16.5 µM. 360,000 compounds, 0.26% hits. Q62848. AID 651572;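 active = inhibition above a per-plate limit, mean inhibition of low control wells plus 3 SD, cut at about 25% in these data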;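 also: 0% = DMSO wells with enzyme and 100% = wells lacking Arfgap1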
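Assay system: Rat Arfgap1 GAP domain (His6, aa 1-136), purified enzyme | Buffer or medium: HEPES 25 mM pH 7.5, NaCl 150 mM, MgCl2, DTT | Schedule: GTP hydrolysis reaction 2 h at 25 °C | Signal: FP of antibody-bound GDP Alexa 633 tracer, ex 620/em 688 nm | Measure: Percent inhibition of Arfgap1-stimulated GTP hydrolysis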
ADAM10 inh = inhibitors of human ADAM10; O14672; recombinant ADAM10, EDANS/DABCYL FRET peptide cleavage, 3 h; inhibition, % at 7 µM; 370,000 compounds, 0.62% hits;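 active = inhibition above a per-campaign cutoff equal to the mean of compounds falling between control-based bounds plus 3 SD, cut at about 20% in these data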;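 also: 0% = DMSO wells while the 100% control is not disclosed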
ADAM17 inh = ADAM17 inhibition, QFRET primary screen. inhibition, % at 6.95 µM. recombinant ADAM17, EDANS/DABCYL FRET peptide cleavage. P78536. 370,000 compounds, 0.83% hits. AID 720648;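 active = inhibition above the mean of compounds lying between control limits plus 3 SD, set per campaign, cut at about 8.5% in these data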;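 also: 0% = DMSO-only wells as the low control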
PLCg1 inh = blocks human PLC-gamma1 enzyme activity; P19174; purified PLC-gamma1, fluorogenic substrate, fluorescence; inhibition, % at 12.2 µM; 370,000 compounds, 0.84% hits; AID 720700; in the data active = inhibition above about 9.5%
ASAP1 inh = ASAP1 ArfGAP inhibition. Q9ULH1. ASAP1-stimulated ARF1 GTP hydrolysis, GDP FP detection. inhibition, % at 16.5 µM. 360,000 compounds, 0.19% hits. AID 624377; in the data active = inhibition above about 25%;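 also: 0% = vehicle with enzyme and substrate and 100% = no enzyme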
PLC-beta3 inh = PLC-beta3 (human) inhibition, primary screen; 370,000 compounds, 0.18% hits; Q01970; inhibition, % at 12.2 µM; Purified PLC-beta3, fluorogenic substrate, fluorescence; in the data active = inhibition above about 11%;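 also: 0% = median of compound wells on plate and 100% = full blocker control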
Target sequence (Q01970 whole entry, looked up): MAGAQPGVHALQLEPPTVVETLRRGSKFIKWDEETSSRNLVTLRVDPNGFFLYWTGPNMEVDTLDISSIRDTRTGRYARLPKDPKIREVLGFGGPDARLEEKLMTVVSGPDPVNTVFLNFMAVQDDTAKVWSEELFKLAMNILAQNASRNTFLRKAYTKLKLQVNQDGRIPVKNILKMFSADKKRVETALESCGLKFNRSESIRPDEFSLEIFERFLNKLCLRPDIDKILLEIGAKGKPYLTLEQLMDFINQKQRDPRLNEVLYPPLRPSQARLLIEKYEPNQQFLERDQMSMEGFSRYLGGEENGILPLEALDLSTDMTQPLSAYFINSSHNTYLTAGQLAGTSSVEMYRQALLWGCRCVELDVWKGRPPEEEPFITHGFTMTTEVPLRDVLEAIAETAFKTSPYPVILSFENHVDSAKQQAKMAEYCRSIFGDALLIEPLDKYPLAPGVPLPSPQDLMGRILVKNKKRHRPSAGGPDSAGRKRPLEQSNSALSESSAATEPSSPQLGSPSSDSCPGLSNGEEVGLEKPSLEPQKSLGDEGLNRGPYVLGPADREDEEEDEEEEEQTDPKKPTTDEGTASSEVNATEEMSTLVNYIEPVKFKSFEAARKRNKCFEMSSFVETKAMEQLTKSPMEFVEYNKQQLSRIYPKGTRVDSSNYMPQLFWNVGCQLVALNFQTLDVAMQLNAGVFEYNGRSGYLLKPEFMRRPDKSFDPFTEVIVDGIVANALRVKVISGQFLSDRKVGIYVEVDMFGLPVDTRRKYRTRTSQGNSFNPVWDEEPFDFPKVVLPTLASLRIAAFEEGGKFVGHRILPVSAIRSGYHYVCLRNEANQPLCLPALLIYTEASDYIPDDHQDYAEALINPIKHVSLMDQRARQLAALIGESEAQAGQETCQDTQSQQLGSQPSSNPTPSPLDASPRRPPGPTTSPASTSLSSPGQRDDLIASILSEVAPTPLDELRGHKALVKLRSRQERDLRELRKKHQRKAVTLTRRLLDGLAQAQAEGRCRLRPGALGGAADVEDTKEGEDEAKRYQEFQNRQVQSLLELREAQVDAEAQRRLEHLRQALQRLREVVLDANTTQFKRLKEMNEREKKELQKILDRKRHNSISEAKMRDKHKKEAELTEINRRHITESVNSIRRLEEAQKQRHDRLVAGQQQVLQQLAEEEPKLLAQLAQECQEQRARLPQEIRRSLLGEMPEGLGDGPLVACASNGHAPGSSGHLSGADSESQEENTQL
Tn6 DDE FP = disrupts Tn6 cyclic peptide binding to fibrin D-Dimer-E complex; Fibrin DD(E) TRITC-Tn6 fluorescence polarization displacement; inhibition, % at 8.3 µM; 370,000 compounds, 0.21% hits; P02675;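 active = inhibition above a per-campaign cutoff: mean of compounds within control limits plus 3 SD, cut at about 15% in these data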;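 also: 0% = median of all compound wells on the plate and 100% = blocking peptide control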
TDP2 inh = TDP2 (human) inhibition, absorbance primary screen | recombinant TDP2, T5PNP hydrolysis, p-nitrophenol absorbance 415 nm | inhibition, % at 12.8 µM | 370,000 compounds, 0.34% hits | AID 720702;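 active = inhibition above the mean of all tested compounds plus 3 SD, set per campaign, cut at about 25% in these data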;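 also: 0% = DMSO with enzyme and 100% = buffer with substrate but no TDP2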
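test system = human TDP2 enzyme | input = TDP2 enzyme at 120 nM final | medium = 50 mM Tris-HCl pH 7.5 with Mg2+, KCl, DTT, BSA | also added = T5PNP substrate, 5 mM | times = 2 h at 37 °C | technique = epi absorbance | benchmarks = high control without enzyme, low control DMSO plus TDP2 | replication = each compound tested once, singlicate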
DDE Tn7 FP inh = inhibitors of Tn7 peptide binding to human fibrin DD(E); FP displacement of FITC-Tn7 peptide from fibrin DD(E); 0% = median of compound wells per plate; P02675; inhibition, % at 8.3 µM; 370,000 compounds, 0.13% hits; AID 720508;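 active = inhibition above the mean of compounds falling within the control limits plus 3 SD of them, cut at about 14% in these data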;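 also: 0% = plate median of compound wells and 100% = 10 µM Aha-Tn7 peptide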
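Assay system: Human fibrin DD(E) protein | Medium: Tris buffer with calcium and detergent, pH 7.8 | Reagent: 0.1 µM fluorescent Tn7 | Compound dosing: Single point at 8.3 µM | Times: 10 min preincubation, 3 h with tracer, room temperature | Detection: Fluorescence polarization of the labelled Tn7 tracer | Controls: Aha-Tn7 high control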
SIAE inh = human SIAE inhibition, primary screen; Q9HAT2; SIAE FP-Rh probe binding, fluorescence polarization; inhibition, % at 9.66 µM; 370,000 compounds, 0.69% hits; AID 1053197;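 active = inhibition above a cutoff: mean of compounds within the control limits plus 3 SD of those, cut at about 17% in these data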;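 also: 0% = plate median of compound wells and 100% = probe without SIAE protein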
* marks the source's active call; other numbers are inactive results; i = inactive; . = not tested or not shown; & = joins results of further samples.

smiles	ARFGAP1 inh	ADAM10 inh	ADAM17 inh	PLCg1 inh	ASAP1 inh	PLC-beta3 inh	Tn6 DDE FP	TDP2 inh	DDE Tn7 FP inh	SIAE inh
CCCN=C1N(C)C[C@@H]2[C@@H]3C(=O)N(C)C(=O)[C@@H]3[C@](C)(C(=O)OC)N12	11	-6	-1	0	10	2	2	4	-9	1
CC(Nc1nc(N2CCN(S(C)(=O)=O)CC2)nc2ccccc12)c1ccccc1 (stereo not drawn)	1	i	-168	-39	15	-49	-3	13	0	-2
Cc1cccc(C)c1NC(=O)C(c1cccc2ccccc12)n1c(=O)c(-c2ccco2)nc2ccccc21 (stereo not drawn)	2	7	2	-21	4	-40	-2	-9	-5	-24
CCc1cc2c(=O)c(-c3ccc4c(c3)OCO4)coc2c(CN(C)C)c1O	-4	-318	-127	i	5	i	1	-11	6	1
CCn1c(/C=C2\C(=O)Nc3ccccc32)nc2ccccc2c1=O	0	-1	-1	1	3	0	-13	7	-1	-1
CCCCCCCCCCCCCCCC[n+]1ccccc1	-13&-7&-23	4&-4&8	-3&-1&-3	0&3&1	-10&-7&-5	6&3&3	-2&1&-5	3&14&7	2&2&11	1&9&2
COCCN1C(=O)N[C@@H](c2cccs2)C(C(C)=O)=C1C	-4	0	0	2	-3	2	-8	-1	-7	1
CC(=O)Nc1ccc(NC(=O)c2cc(S(=O)(=O)N3CCCCC3)ccc2N2CCOCC2)cc1	-3	-3	-2	-4	-3	-6	6	5	-4	-7
O=C(C1CCN(Cc2cn[nH]c2-c2ccc(F)cc2F)CC1)N1CCOCC1	4	-4	3	8	-9	-3	-3	-18	-10	-8
COc1cc(/C=N/NC(=O)C2=NNC(=O)C2C)ccc1O (stereo not drawn)	12	0	0	1	-3	-6	-4	6	-8	1
CC[C@]12c3[nH]c4cc(CCC(=O)N(C)C)ccc4c3CCN1C(=O)[C@@H](CC(=O)NCC13CC4CC(CC(C4)C1)C3)C[C@@H]2C(=O)N1CCN(C(=O)c2ccco2)CC1	1	-8	-6	0	-7	1	-7	3	-2	9
O=C(c1ccco1)N1CCN(C(=S)Nc2ccc(F)cc2)CC1	16	-18	-2	1	3	-5	-5	1	0	-1
CC(C)NC(=O)Nc1nnc([C@H]2C[C@H](O)[C@@H](CO)O2)s1	1	-17	-4	2	-1	-8	-10	10	-6	5
Cc1cc(NS(=O)(=O)c2ccc(NC(=O)/C=C/c3ccccc3)cc2)no1	3	2	-2	0	-9	-6	-16	22	2	0
O=C(NC(=S)Nc1ccccn1)c1cccc([N+](=O)[O-])c1	-6	0	1	1	3	-6	-3	-8	0	7
O=C(NCCCn1ccnc1)Nc1cccc(Cl)c1	1	1	-2	2	0	2	7	5	-2	1
CCc1cccc2c(C(=O)CN3C(=O)NC(C)(c4cccc5ccccc45)C3=O)c[nH]c12 (stereo not drawn)	14	30*	9.6*	2	32*	-6	-5	-22	-3	-51
CCOc1ccc(C(=O)COC(=O)c2cc(=O)[nH]c3ccccc23)cc1	-1	-247	-76	-112	-7	-95	-6	16	0	4
CC(=O)N1CCN(C2=NC(=O)N(c3ccc(Br)cc3)C(=O)C2)CC1	.	-7	-2	-3	.	-5	-1	7	5	3
CCN(CCCNC(=O)CCC(=O)N1CCOc2ccccc21)Cc1ccccc1	1	-4	-2	0	2	4	9	-8	1	8
Nc1nc(CSC(=S)N2CCN(c3ccccc3)CC2)nc(Nc2ccc(F)cc2)n1	-5	4	0	-1	2	3	1	1	0	-8
Cc1cccc(C(=O)Nc2nc3ncccn3c2-c2ccc(C(F)(F)F)cc2)c1	.	-134	-36	-167	.	-225	2	0	-4	8
Cc1cc(C)cc(-n2nnn(C3C/C(=N/NC(N)=S)C4OCC3O4)c2=S)c1 (stereo not drawn)	-10	-12	-9	-3	-7	-9	6	1	-4	1
CN(c1ccc(Br)cc1)S(=O)(=O)c1ccc2[nH]cc(C(=O)NCCN3CCOCC3)c(=O)c2c1	7	-8	0	-2	19	-2	-2	4	4	-4
O=C(/C=C/c1ccc(OCCCF)cc1)Nc1ccnc(-c2cccnc2)n1	-3	-10	0	1	1	-1	15	7	-8	-14
CCCCN(CC)CCCNC(=S)Nc1ccc2nc(N3CCN(CC)CC3)cc(C)c2c1	-3	-67	-22	-18	0	-26	-10	-5	6	5
Cc1cc2c(c(=O)o1)[C@@]1(C(=O)N(C)c3c(Br)cccc31)C1=C(CCCC1=O)O2	7	-3	0	1	0	4	4	-2	1	-2
COC(C[C@H]1O[C@H]1[C@H](O)[C@@H](C)OCc1ccccc1)OC	3	0	-2	1	1	2	9	0	3	7
O=C(Nc1ccc2c(c1)Cc1ccccc1-2)c1cc2ccccc2o1	2	-5	-3	-17	5	-21	-3	5	-5	-8
CCOc1cc(/C=C2\SC(=N)N(c3nccs3)C2=O)ccc1OCCN1CCOCC1	39*	7	-1	-14	6	-21	-7	9	-3	-13
CCS(=O)(=O)N1CCN=C1SCc1ccccc1	2	-4	0	2	-2	-5	-3	-12	-3	1
COc1ccc(C(C)C)cc1-c1cncc(NC(C)=O)n1	-10	-44	-12	-71	-6	-97	5	10	5	4
CCCCN=C1NN=C(c2ccc(C)c(C)c2)CS1	-9	0	-1	-2	11	-4	0	-3	11	-4
Cc1cccc(N=C2NC(=O)S/C2=C\c2ccco2)c1	-7	-2	-1	-31	-3	-40	-4	-9	-2	1
CN(Cc1ccccc1)C(=O)CN1C(=O)c2ccc([N+](=O)[O-])cc2C1=O	3	-12	-3	0	0	-5	-2	15	-1	1
CN(C)c1cccc(C(=O)NCc2ccccc2Cl)c1	0	-19	-12	-50	-3	-63	2	8	5	5
COc1cccc(/C=C/C(=O)OCC(=O)N2CCN(c3ccccc3)CC2)c1	7	-71	-19	-41	-3	-54	1	-5	-6	2
CCNC(=O)C1CCCN(C(=O)c2ccc3ccccc3c2)CC1 (stereo not drawn)	-2	-11	-6	-2	-11	4	3	-1	1	7
O=C(COC(=O)/C=C/c1ccccc1Cl)NCCNC(=O)COC(=O)/C=C/c1ccccc1Cl	2	0	1	-4	7	-4	2	7	4	-2
O=C(O)c1cc2c(s1)-c1ccccc1OC2	5	i	i	i	-2	i	-2	4	-3	3
CCN(CC)Cc1nc2c(c(=O)[nH]1)C1(CCCC1)Cc1ccccc1-2	-12	5	2	3	7	7	3	-9	-3	10
COc1cc(-c2nnc(CSc3nnc(N)s3)o2)cc(OC)c1OC	3	-2	-2	-4	8	-3	-9	3	-11	1
O=C(c1cc(Cl)ccc1Cl)N1CCN(Cc2ccccc2)CC1	2	-3	1	0	2	-7	-8	-7	-3	1
CCCCS(=O)Cc1ccccc1 (stereo not drawn)	-4	1	-2	2	-7	2	-7	5	-1	3
Cc1ccc2oc(=O)n(CC(=O)c3ccc(F)cc3)c2c1	9	-2	-1	3	-1	-2	3	-1	-5	-9
C/C(=N\Nc1cc(N2CCOCC2)nc(C)n1)c1cccc([N+](=O)[O-])c1	-4	-5	-4	2	13	-6	-8	-2	4	-7
CCN(C(=O)CSc1nc2ccccc2c(=O)n1-c1ccc(C)cc1)C1CCS(=O)(=O)C1 (stereo not drawn)	-2	2	-4	-1	-13	-9	-5	-3	7	-2
COc1ccccc1N1N=C(c2ccc([N+](=O)[O-])cc2)CC1c1ccccc1 (stereo not drawn)	19	-2	1	-2	-1	-6	0	-9	-5	-27
C(=N\Nc1nc(Nc2ccccc2)nc(N2CCCCC2)n1)/c1ccco1	-3	8	2	2	12	-1	2	0	-4	0
Cc1cccc(NC(=S)N(CCN2CCOCC2)Cc2ccccc2F)c1	5	0	-3	0	-3	-6	0	13	-2	2

(more compounds)
smiles	ARFGAP1 inh	ADAM10 inh	ADAM17 inh	PLCg1 inh	ASAP1 inh	PLC-beta3 inh	Tn6 DDE FP	TDP2 inh	DDE Tn7 FP inh	SIAE inh
CCCCNc1c(C(=O)OCC)c(=O)[nH]c2ccccc12	1	5	-3	-1	-9	2	-1	6	-3	-5
COc1cc2cc(C(=O)NCCc3ccccc3)[nH]c2cc1OC	5	i	-197	-114	-2	-164	0	5	-5	-2
COc1ccccc1CCC(=O)OCC(=O)Nc1cc(C)nn1-c1ccccc1	-17	-17	-6	2	-12	-9	-7	-6	6	4
COc1ccc(-n2c(=O)c3c4c(sc3n(CC(=O)Nc3cc(C)[nH]n3)c2=O)CCC4)c(OC)c1	6	-8	-5	-1	-5	-3	-4	-2	-5	5
Fc1ccc(/C=N/NC(=S)Nc2ccc(Cl)cc2Cl)cc1	2	8	-2	4	5	-4	6	8	0	4
COC(=O)c1oc2nc(C)cc(C)c2c1N	6	i	-188	i	9	i	4	2	-2	11
COc1ccc(-c2ccc(SCC(=O)N3CCOCC3)nn2)cc1	4	-10	-5	-5	-5	-12	-3	1	-1	-6
O=C(Nn1c(C2CCCCC2)nc2ccccc2c1=O)c1cc(Cl)ccc1[N+](=O)[O-]	5	3	1	2	11	3	-2	-2	-6	1
CCOC(=O)C(C(=O)NCc1ccc(C)cc1)c1ncc(C(F)(F)F)cc1Cl (stereo not drawn)	-11	1	-4	2	-13	-1	9	-2	3	-2
CCC1=NN2C(=N)/C(=C\c3cccn3-c3c(C)cccc3C)C(=O)N=C2S1	-3	-11	0	-9	-5	-12	0	2	-2	-10
CC1CCN(CCCNC(=O)COc2cc(=O)n(C)c3ccccc23)CC1	-7	0	0	4	-4	-1	10	13	3	-4
COC(=O)c1ccc(CSc2nc3c(cnn3-c3ccccc3)c(=O)[nH]2)o1	-2	0	-7	-1	-4	-2	-1	-8	0	-12
Cc1nn(Cc2ccc([N+](=O)[O-])cc2)c(=O)n1-c1c(F)cccc1F	8	-8	-1	-1	3	0	-4	-2	-3	-1
O=C(NCC(c1ccco1)N1CCCC1)c1cc2ccccc2s1 (stereo not drawn)	1	-13	-5	-1	6	3	-4	3	4	-4
COC(=O)c1cc2c(c3c4cc(OC)ccc4n(S(=O)(=O)c4ccc(C)cc4)c13)C(=O)N(C)C2	2	-6	-1	-48	-2	-62	5	5	1	-1
CCCC(CCC)C(=O)OC1C[C@H]2CC[C@@H](C1)[N+]2(C)C (stereo partly drawn)	5	-6	-6	1	6	0	-2	-2	-1	-1
